D3 ag = activates the human D3 dopamine receptor. P35462. D3R DiscoveRx beta-arrestin cells, luminescence, 90 min. max activation, %. hit rate 0.58% among 410,000. AID 652048; in the data active = max activation above about 30%; note: 0% is about no effect; mostly tested at two doses, the higher about 12 µM
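Agonist-mode cell screen: cells plated at 1500/well and incubated overnight at 37 °C, then exposed to library compounds for 90 min at 37 °C. Detection reagent was added for 30–60 min at room temperature, and luminescence was read.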
TDP-43 yeast inh = rescues yeast growth from TDP-43 toxicity. hit rate 1.8% among 410,000. Potency, µM (doses to about 46.1 µM), without a hit: at the top dose growth rescue (activation), most hits filed as activators. AID 652104. TDP-43 expressing yeast growth rescue, BacTiter-Glo, 24 h; note: potency is the fitted concentration of half-maximal effect; % of control where 0% means no effect; nearly all actives have a fitted effect of over 50% in size
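Growth rescue of TDP-43-toxic yeast measured as ATP luminescence (BacTiter-Glo). Cells grown to mid-log in raffinose, induced in galactose at OD600=0.02, exposed to compound 24 hr at 30 deg C.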
Abeta yeast res = A-beta toxicity reversal in yeast | hit rate 0.063% among 410,000 | yeast expressing A-beta42, growth rescue, OD600, 48 h; response scale: 0% DMSO, 100% iron-clioquinol control | AID 1347071 | Potency, µM (highest dose often 46.1 µM), for inactives: at the top dose growth rescue, usual class: activators; note: potency is the fitted concentration of half-maximal effect; nearly all actives have a fitted effect of over 55% in size
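Growth rescue measured by 600 nm absorbance after 48 h yeast culture at 30 C with compound. Values normalized between DMSO and an equimolar ferric chloride plus clioquinol control.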
FUS yeast rescue = rescues growth of FUS-expressing yeast; S. cerevisiae FUS-expressing, growth rescue, OD600, 24 h; Potency, µM (doses to about 76.6 µM), without a hit: top-dose growth rescue (activation), usual class: activators; AID 1347120; hit rate 0.24% among 390,000;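 note: potency is the fitted concentration of half-maximal effect; plate controls were DMSO vehicle for no effect and reference control for full effect; nearly all actives have a fitted effect of over 55% in size; some results filed as inactive show a strong effect at the top dose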
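FUS-expressing yeast, raffinose-pregrown, induced in 2% galactose minimal medium at OD 0.005; compounds in a dilution series, 24hr at 30C. Growth restoration read as absorbance at 600 nm. CP55940 positive control, DMSO negative.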
EPAC2 agonist = agonists of human EPAC2 (RAPGEF4) | AID 720711 | EPAC2 activation, biochemical qHTS; response scale: 100% = 6.5 mM cAMP response | hit rate 0.079% among 360,000 | Potency, µM (titrated, usually from 154 µM), for the others: at the top dose activation, hits mostly activators; note: potency is the fitted concentration of half-maximal effect; nearly all actives have a fitted effect of over 50% in size
Target sequence (Q8WZA2 whole entry, looked up): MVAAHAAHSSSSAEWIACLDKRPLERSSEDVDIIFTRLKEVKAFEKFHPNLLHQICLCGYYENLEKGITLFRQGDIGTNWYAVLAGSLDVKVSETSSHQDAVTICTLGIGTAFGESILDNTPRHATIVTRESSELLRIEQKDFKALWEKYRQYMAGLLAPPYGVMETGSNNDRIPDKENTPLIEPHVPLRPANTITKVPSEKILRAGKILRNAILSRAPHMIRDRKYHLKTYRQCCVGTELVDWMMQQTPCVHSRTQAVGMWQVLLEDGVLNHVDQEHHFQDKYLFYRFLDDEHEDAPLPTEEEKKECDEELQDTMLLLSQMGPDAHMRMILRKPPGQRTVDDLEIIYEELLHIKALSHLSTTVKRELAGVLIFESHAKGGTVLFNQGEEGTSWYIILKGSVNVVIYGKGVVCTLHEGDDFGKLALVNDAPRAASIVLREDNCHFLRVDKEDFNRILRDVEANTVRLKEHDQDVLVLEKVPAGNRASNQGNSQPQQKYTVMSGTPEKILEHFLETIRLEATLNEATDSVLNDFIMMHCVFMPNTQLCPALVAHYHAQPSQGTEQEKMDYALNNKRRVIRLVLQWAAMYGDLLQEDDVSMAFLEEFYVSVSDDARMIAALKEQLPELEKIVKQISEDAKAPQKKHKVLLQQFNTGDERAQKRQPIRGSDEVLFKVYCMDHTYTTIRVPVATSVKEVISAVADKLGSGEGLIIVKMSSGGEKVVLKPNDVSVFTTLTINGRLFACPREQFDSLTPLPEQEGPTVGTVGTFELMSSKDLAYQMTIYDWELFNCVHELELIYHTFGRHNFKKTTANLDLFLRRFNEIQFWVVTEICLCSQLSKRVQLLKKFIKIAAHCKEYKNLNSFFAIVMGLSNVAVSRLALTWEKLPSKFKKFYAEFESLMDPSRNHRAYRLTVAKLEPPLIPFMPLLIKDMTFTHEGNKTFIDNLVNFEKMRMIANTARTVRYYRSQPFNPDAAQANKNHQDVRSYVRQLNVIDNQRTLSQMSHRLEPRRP
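qHTS, titration series. 100 nM EPAC2 / 250 nM Rap1B-BODIPY-GDP / 50 uM GDP; RT; ex 480/em 540 nm, 5-min reads to 30 min. Norm. to 6.5 mM cAMP = activation.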
EPAC2 antag = antagonists of human EPAC2 | EPAC2 GEF exchange of Rap1B-BODIPY-GDP, fluorescence | Potency, µM (top dose mostly 114 µM), for inactives: at the highest dose activity, negative = inhibition, usual class: inhibitors | hit rate 0.18% among 360,000; note: potency is the fitted concentration of half-maximal effect; % is set by controls: 0 for no effect and ±100 for the full control effect; nearly all actives have a fitted effect of over 45% in size; many of its hits are not listed in these tables
aSyn yeast inh = alpha-synuclein toxicity inhibition in yeast. Yeast expressing alpha-synuclein, growth rescue, BacTiter-Glo, 24 h. Potency, µM (titrated, usually from 46.1 µM), for the others: top-dose growth rescue (activation), actives largely listed as activators. hit rate 0.14% among 370,000. AID 652106; note: potency is the fitted concentration of half-maximal effect; % of control where 0% means no effect; nearly all actives have a fitted effect of over 65% in size
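Galactose-induced alpha-syn yeast (OD600=0.02, raffinose-pregrown) + pinned cpd, 24 hr, 30 deg C; growth by BacTiter-Glo luminescence. Growth restoration scores as activation.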
DRD3 antagonist = blocks the human D3 dopamine receptor | D3R cells, DiscoveRx beta-arrestin luminescence, antagonist mode; stronger effect = lower value | hit rate 2.5% among 360,000 | max response, negative = inhibition, % | P35462; in the data active = max response below about -50%; inconclusive = no clear call, values can overlap the other calls; note: % is set by controls: 0 for no effect and ±100 for the full control effect; mostly tested at two doses, the higher about 12 µM
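Cells plated overnight at 1500 cells/well, then exposed to library compounds with dopamine controls for 90 minutes at 37 degrees C. DiscoveRx reagent added for 30–60 minutes at room temperature; luminescence read, quantitative HTS format.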
* = called active by the depositor; ? = inconclusive; . = not tested or not shown; & = joins results of further samples; [ ] = dose if it differs, or a comment. Unless noted, calls come from the whole dose curve; as a rule, active = well fitted curve in the direction sought with a large enough effect; inconclusive = small, poorly fitted or top-dose-only effect, or another doubt; inactive = no such curve, though single readings can be large; an effect the other way counts as inactive or inconclusive.

Order of results – aSyn yeast inh, FUS yeast rescue, TDP-43 yeast inh, Abeta yeast res, DRD3 antagonist, EPAC2 antag, D3 ag, EPAC2 agonist
C[C@]12C(=O)N(c3ccc(Br)cc3)C(=O)N1[C@H]1c3ccccc3OC[C@@H]1[C@H]2c1ccccc1
  -8%, 16%, -3%, -5%, 16, -4%, -8, 11%
CC(C)(C)[C@@H]1C=C(C(=O)O)[C@H](c2ccc(Cl)cc2)N1S(=O)(=O)c1ccccc1
  -25%, -11%, -8%, -8%, 0, -18%, 12, -3%
COc1cc(NC(=S)NC(=O)c2ccc(C(C)(C)C)cc2)ccc1NC(=O)c1cccs1
  -5%, -17%, 19%, 2%, 2, 1%, -1, 19%
COc1cc(/C=C/C(=O)O)cc(S(=O)(=O)Nc2cccc(SC)c2)c1OC
  3%, ., -3%, -1%, -2, 9%, 1, 0%
CC(C)[C@H]1COCCS(=O)(=O)N1Cc1ccccc1F
  1%, -22%, 24%, -1%, 6, 6%, 18, 4%
Cc1sc(NC(=O)CSc2nnc(-c3ccc(F)cc3)o2)c(C#N)c1C
  2%, 11%, 6%, 11%, 3, -4%, -7, 3%
N#Cc1ccc(S(=O)(=O)NCCc2ccncc2)cc1
  -7%, -17%, -11%, -3%, 10, 0%, 3, -6%
CCOC(=O)CSCC(=O)Nc1nnc(-c2cccc([N+](=O)[O-])c2)s1
  -2%, 2%, 10%, 1%, -12, 9%, 4, -7%
COC(=O)c1ccc(CNC(=O)COC(=O)C23CC4CC(CC(C4)C2)C3)cc1
  0%, ., 1%, 6%, -15, 3%, 4, -1%
CCC(Sc1nc(-c2ccccc2)[nH]c1S(=O)(=O)c1ccc(C)cc1)C(=O)O (stereo not given)
  ., 0%, 9%, 9%, ., ., 8, .
CCCc1ccc(C#N)c(SC2CC(=O)N(c3ccc(OC)cc3)C2=O)n1 (stereo not given)
  5%, 24%, 19%, -7%, 4, -28%, 0, 3%
CCOc1ccccc1C(=O)Nc1nccs1
  2%, -45%, ?, 4%[9.22 µM], 16, 6%, 2, 9%
COc1cc(NC(=O)c2noc3c2CC(C)CC3)c(OC)cc1Cl (stereo not given)
  ., -11%, 6%, 1%, ., ., -18, .
O=C(NC1CCCC1)C(c1ccncc1)N(C(=O)c1csnn1)c1ccccc1 (stereo not given)
  -7%, 3%, 25%, -14%, 0, 11%, 3, 7%
CC1(C(=O)Nc2ccccc2)CCN1C(=O)Cc1ccc(-c2ccccc2)cc1 (stereo not given)
  1%, ?, 0%, 13%, 4, 4%, 5, 7%
O=C(NC1CCCCC1)C(CCc1ccccc1)N1CCc2ccccc2C1 (stereo not given)
  -1%, -11%, 8%, -1%, -59*, 7%, -14, 9%
O=C1NC(Cc2c[nH]c3ccccc23)C(=O)N1CCOc1ccccc1 (stereo not given)
  1%, 8%, 2%, 3%, 4, 0%, 1, 3%
O=C(NC1CCCC1)c1ccc(CN2CCOCC2)cc1
  -3%, 4%, -2%, -7%, ?, -6%, -4, 9%
c1ccc(-c2nnc(-c3ccco3)n2-c2ccccc2)cc1
  2%, 22%, 11%, -17%, -5, 3%, -4, 7%
Cc1cccc(N/C(N)=N/c2nc(C)cc(C)n2)c1
  6%, 19%, -6%, 15%, -7, -2%, -6, -1%
CC(C)Oc1ccccc1/C=N/NC(=O)C1CCCC1
  -3%, 15%, -15%, -7%, -10, 2%, -10, -5%
Cc1[nH]c(=O)[nH]c(=O)c1CSCC(=O)OCC(=O)Nc1ccccn1
  -1%, 5%, -10%, 11%, -5, 13%, 8, 13%
O=C(Nc1ccc(S(=O)(=O)Nc2ccccc2)cc1)c1ccc(CN2CCOCC2)cc1
  2%, -10%, 24%, -3%, 13, -15%, 4, 5%
COc1ccc(-n2nc(C(=O)NCC(=O)NCCC3=CCCCC3)c3ccccc3c2=O)c(OC)c1
  3%, -11%, -1%, 14%, 7, 9%, 15, -4%
Cc1ccccc1NC(=O)c1ccccc1NC(=O)c1ccco1
  -3%, 10%, 21%, -3%, -14, -8%, 2, 0%
CCOC(=O)C(Sc1nn(C)c(=S)s1)C(C)=O (stereo not given)
  -8%, 25%, 3%, -17%, 12, 8%, -15, -7%
O=C(c1cc2nc(-c3ccco3)cc(C(F)(F)F)n2n1)N1CCN(c2ccccn2)CC1
  4%, 21%, 1%, 4%, 40, -3%, 11, -6%
Cc1cccc(C(=O)NCCc2nc3ccccc3n2Cc2ccccc2Cl)c1
  ., -1%, ?, -11%, ., ., 2, .
CC1CCN(C(=O)C2CCC(=O)N(Cc3ccc(Cl)cc3)C2)CC1 (stereo not given)
  5%, 8%, -31%[inhibitor], -6%, 11, -3%, 5, 0%
Cc1ccc(C(F)(F)F)cc1NC(N)=S
  -1%, -5%, -13%, -18%, 2, 1%, -5, 4%
O=C(O)c1ccccc1Nc1ccc([N+](=O)[O-])c2nonc12
  -13%, 10%, -19%, -7%, ?, ?, -11, -4%
CCCCCC(=O)N/N=C/c1cc(Br)c(O)c(OC)c1
  -2%, 2%, -7%, 10%, 9, -3%, 1, -7%
Cc1ccc(-c2nc(C(=O)NCc3ccccc3Cl)c3n2CCCCC3)cc1
  12%, ?, 35µM*, -21%, ., ., -3, .
C=CCNC(=S)NNC(=O)COc1ccc2cc(Br)ccc2c1
  -10%, 2%, 10%, -7%, 0, 2%, -20, -1%
CC(C)NC(=O)C1(C)CCCCN1Cc1ccc(OCc2ccccc2)cc1 (stereo not given)
  0%, 4%, -2%, -14%, 0, -16%, -10, 12%
CCCCc1ccc(NC(=O)C2(C)Cc3ccccc3C(=O)O2)cc1 (stereo not given)
  ?, 26%, 12%, -20%, ., ., 4, .
COc1cc2c(cc1OC)CN(C(=O)COc1ccc(C#N)cc1)CC2
  6%, 20%, 5%, 0%, 2, -4%, 1, 4%
COc1ccc(C(=O)CSc2nnc(-c3ccco3)o2)cc1
  1%, 3%, -9%[9.22 µM], -13%, 13, 2%, -1, 0%
O=C(/C=C/c1cccc(Br)c1)Nc1nn[nH]n1
  2%, -7%, 1%, 1%, -11, -2%, 5, 8%
Cc1ccccc1-n1c(=O)cc(N2CCc3ccccc32)[nH]c1=O
  1%, 53%, -32%[inhibitor], -17%, -11, 3%, -7, 0%
CNC1=C([N+](=O)[O-])CC([N+](=O)[O-])=C(N2CCNCC2)N1C
  -7%, -6%, 1%, 4%, -14, 1%, 2, 5%
Cc1ncc([N+](=O)[O-])n1CC(=O)Nc1ccc(F)c(F)c1
  -2%, 20%, -18%, -24%, -28, 9%, -4, -1%
O=C(COn1nnc2ccc(Cl)cc21)NCc1ccccc1
  5%, -18%, 21%, 14%, -20, -3%, -5, 11%
CCOc1ccccc1NC(=S)N(CCC(C)C)C1CCN(C(C)=O)CC1
  -1%, 22%, -7%, -3%, 2, -5%, -1, 5%
Cn1c(=O)[nH]c(=O)c2c1nc(Sc1nc3ccccc3s1)n2Cc1ccccc1
  1%, 36%, 4%, 14%, -10, 2%, -17, 10%

An excerpt of the results above, as a working copy:
Order of results – aSyn yeast inh, FUS yeast rescue, TDP-43 yeast inh, Abeta yeast res, DRD3 antagonist, EPAC2 antag, D3 ag, EPAC2 agonist
O=C(O)c1ccccc1Nc1ccc([N+](=O)[O-])c2nonc12
  -13%, 10%, -19%, -7%, ?, ?, -11, -4%
CCCCCC(=O)N/N=C/c1cc(Br)c(O)c(OC)c1
  -2%, 2%, -7%, 10%, 9, -3%, 1, -7%
Cc1ccc(-c2nc(C(=O)NCc3ccccc3Cl)c3n2CCCCC3)cc1
  12%, ?, 35µM*, -21%, ., ., -3, .

Additional compounds follow.
Order of results – aSyn yeast inh, FUS yeast rescue, TDP-43 yeast inh, Abeta yeast res, DRD3 antagonist, EPAC2 antag, D3 ag, EPAC2 agonist
CN(C[C@H](Cc1ccccc1)N(C[C@H](Cc1ccccc1)N(CCc1cc(C(F)(F)F)cc(C(F)(F)F)c1)N=O)N=O)N=O
  9%, 9%, 23%, 3%, ?, 11%, 0, 1%
CCc1cc2c(=O)c(Oc3ccccc3)c(C)oc2cc1O
  0%, 9%, 16%, 4%, 41, 4%, 2, -4%
O=C(CN1C(=O)c2cccc([N+](=O)[O-])c2C1=O)NNC(=O)c1ccc(F)cc1
  ?, -5%, 10%, 6%, 23, -2%, 5, 6%
O=C1c2ccc(-c3ccc(F)cc3OCc3ccccc3)cc2S(=O)(=O)c2cccc(C(=O)N3CCN(c4ncc(Br)cn4)CC3)c21
  1%, 43%, -3%, -11%, -5, -2%, 12, 9%
COCCNC(=O)C(c1ccc(C)cc1)N(C(=O)CCC(=O)Nc1ccccn1)c1ccccc1C (stereo not given)
  5%, 23%, -20%, -16%, 2, -4%, -15, 6%
CCOC(=O)CSc1nc(N)c(C(=O)Nc2ccc(N(C)C)cc2)s1
  -12%, 32µM*, -11%, -20%, 21, 6%, 6, -1%
COc1ccc(N2CCN(S(=O)(=O)CCNC(=O)C3CC(=O)N(c4ccccc4)C3)CC2)cc1 (stereo not given)
  -4%, 2%&-4%, 8%&13%, 6%&-2%, -2, 3%, 2&6, 4%
O=C(O)/C=C/c1ccc2noc(-c3ccccc3)c2c1
  20%, -4%, 13%, -2%, 1, -6%, 3, -3%
CCOC(=O)C1CCCN(C(=O)c2ccc(C)c(S(=O)(=O)N3CCCCC3)c2)C1 (stereo not given)
  0%, 14%, 4%, -15%, -14, -3%, 2, 9%
CCOC(=O)Cc1ccc(NC(=O)N2CC(CC)Oc3ccccc32)cc1 (stereo not given)
  ., 18%, 12%, -13%, ., ., 6, .
Cc1cccc(C)c1N1CCN(c2n[nH]c(N)n2)CC1
  2%, 2%, 7%, 3%, 9, -7%, 14, -3%
CCOC(=O)c1cccc(NC(=O)Cn2cnc3c2c(=O)n(C)c(=O)n3C)c1
  2%, 3%, 7%, 3%, 19, 10%, 3, -3%
Cc1csc(SCC(=O)N2CCCC2)n1
  0%, -6%, 12%, 8%, 3, -8%, -11, 5%
Nc1nc2ccc(Cl)cc2cc1C(=O)NCCc1c[nH]c2ccccc12
  ?, 2%, 9%, -8%, 1, -14%, 1, 26%
O=S(=O)(c1ccc(Oc2ccc(Cl)cc2)c(S(=O)(=O)N2CCCCC2)c1)N1CCCCC1
  0%, 26%, -12%, 23%, -18, -7%, -12, 9%
CN1CCN(C(c2ccccc2)c2ccc(Cl)cc2)CC1 (stereo not given)
  7%, -34%, 7%, 3%, -92*, -8%, -91&-20, 9%
COc1cc(C(=O)NCCC(=O)NCc2c(F)cc(F)cc2F)cc(OC)c1OC
  3%, -14%, 11%, -18%, 7, 6%, -11, -1%
FC(F)(F)COc1nc(N2CCCCC2)nc(N2CCNCC2)n1
  -1%, -7%, 13%, 13%, -4, 11%, -2, 2%

High-throughput results from PubChem BioAssay.

An excerpt. The share of hits here may be higher or lower than overall.
